Apoferritin bind = qHTS Assay for Identification of Novel General Anesthetics; Ferritin light chain (Equus caballus), P02791; apoferritin/1-aminoanthracene competitive binding, fluorescence; Potency, µM (highest dose often 77.5 µM), inactives show at the top dose activity change, negative = displacement, most hits filed as inhibitors; actives 0.074% (n = 350,000); AID 485281, 2010; note: potency is the fitted concentration of half-maximal effect; % is set by controls: 0 for no effect and ±100 for the full control effect; nearly all actives have a fitted effect of over 20% in size
Target sequence (P02791 2-175 limits assumed): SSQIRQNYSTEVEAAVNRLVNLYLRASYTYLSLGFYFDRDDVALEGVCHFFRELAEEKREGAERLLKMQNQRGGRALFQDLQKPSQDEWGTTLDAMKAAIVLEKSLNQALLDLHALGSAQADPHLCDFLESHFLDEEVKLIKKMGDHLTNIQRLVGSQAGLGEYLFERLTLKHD
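Probe: 1-aminoanthracene (50% saturated, PBS). Protein: horse-spleen apoferritin, 10 uM. Incubation: 10 min, room temperature. Detection: 380 nm excitation, 535 nm emission. Analysis: normalized response, four-parameter Hill.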
Pol eta inh = qHTS for Inhibitors of Polymerase Eta. DNA polymerase eta (Homo sapiens), Q9Y253. recombinant Pol eta, fluorescent DNA replication assay. Potency, µM (doses to about 114 µM), without a hit: at the top dose activity change, negative = inhibition, usual class: inhibitors. actives 1.2% (n = 390,000); note: potency is the fitted concentration of half-maximal effect; % is set by controls: 0 for no effect and ±100 for the full control effect
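Fluorescent replication assay: 50 nM final substrate added after a 15 min room-temperature compound preincubation with 10 nM enzyme. Signal taken at 0 min and again at 10 min.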
POLB inh = qHTS Assay for Inhibitors of DNA Polymerase Beta | P06746 | Pol beta primer extension/strand displacement, fluorescence kinetic | Potency, µM (titrated, usually from 114 µM), for the others: top-dose activity change, negative = inhibition, actives largely listed as inhibitors | actives 1.3% (n = 340,000) | AID 485314, 2010; note: potency is the fitted concentration of half-maximal effect; % is set by controls: 0 for no effect and ±100 for the full control effect
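10 nM enzyme + cpd, 15 min RT; start with substrate 50 nM final; read 0 min and after 10 min RT. Corrected, normalized data; 4-parameter Hill curve fit.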
RGS4 inhibitor = Inhibitors of Regulator of G Protein Signaling (RGS) 4: qHTS; Regulator of G-protein signaling 4 (Homo sapiens), P49798; Transcreener GDP fluorescence polarization, RGS4-accelerated GTP hydrolysis; Potency, µM (titrated, usually from 114 µM), for the others: at the highest dose activity change, negative = inhibition, most hits filed as inhibitors; actives 0.039% (n = 390,000); note: potency is the fitted concentration of half-maximal effect; % is set by controls: 0 for no effect and ±100 for the full control effect; nearly all actives have a fitted effect of over 75% in size; some results filed as inactive show a strong effect at the top dose
Target sequence (P49798 whole entry, looked up): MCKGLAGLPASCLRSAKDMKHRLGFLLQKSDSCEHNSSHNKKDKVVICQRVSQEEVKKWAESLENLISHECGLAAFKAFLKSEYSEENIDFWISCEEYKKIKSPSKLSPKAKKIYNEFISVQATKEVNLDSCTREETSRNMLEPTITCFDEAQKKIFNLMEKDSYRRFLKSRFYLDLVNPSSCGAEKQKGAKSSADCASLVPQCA
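MLSMR compounds (23 nl, pin-transferred) preincubated 10 min at room temperature with a 500nM (2x) first reagent, then RGS4 at 900nM (2x) plus Transcreener GDP mix added; fluorescence polarization (620/688 nm) read before and after 90 min at 30 °C.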
POLK inh = qHTS for Inhibitors of Polymerase Kappa | DNA polymerase kappa (Homo sapiens), Q9UBT6 | purified Pol kappa, fluorescent DNA synthesis assay, 10 min | Potency, µM (titrated, usually from 107 µM), for inactives: at the top dose activity, negative = inhibition, actives largely listed as inhibitors | actives 0.53% (n = 400,000) | AID 588579, 2011; note: potency is the fitted concentration of half-maximal effect; % is set by controls: 0 for no effect and ±100 for the full control effect
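10 nM Pol kappa was preincubated with compounds for 15 min at room temperature. Reaction started with 50 nM (final) substrate. Fluorescence read kinetically at 0 and 10 min.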
LDHA inh = qHTS assay for inhibitors of human lactate dehydrogenase; L-lactate dehydrogenase A chain (Homo sapiens), P00338; purified LDHA, NADH/diaphorase-resazurin fluorescence; hits give low values; activity change, % (values are at about 110 or 230 µM); actives 0.15% (n = 480,000); AID 1347041, 2019; in the data active = activity change below about -30%; inconclusive = mostly about -25% to -30%;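 note: plate controls were DMSO wells for no effect and wells without enzyme for full effect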
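Remaining NADH was detected by diaphorase (0.133 mg/mL) converting 37 µM resazurin to fluorescent resorufin, read at 0 and 20 minutes. The preceding 5-minute room-temperature reaction used 2 nM LDHA, 0.2 mM sodium pyruvate and 0.06 mM NADH at pH 7.4.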
12-LOX inh = Primary qHTS assay for inhibitors of human arachidonate 12S-lipoxygenase (ALOX12): Round 2; actives 1.1% (n = 580,000); Polyunsaturated fatty acid lipoxygenase ALOX12 (Homo sapiens), P18054; Potency, µM (top dose mostly 108 µM), inactives show at the highest dose activity change, negative = inhibition, actives largely listed as inhibitors; purified 12hLO, xylenol orange hydroperoxide absorbance; note: potency is the fitted concentration of half-maximal effect; % is set by controls: 0 for no effect and ±100 for the full control effect
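Purified human 12hLO at 150 nM in 25 mM Hepes, 0.01% Triton X-100, pH 7.0, preincubated 15 min at room temperature with compound. Reaction started with 40 uM arachidonic acid, 30 min at room temperature. Hydroperoxide measured by Fe-xylenol orange, 573/405 nm absorbance ratio.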
APEX1 inh = qHTS Assay for Inhibitors of the Human Apurinic/apyrimidinic Endonuclease 1 (APE1); DNA repair nuclease/redox regulator APEX1 (Homo sapiens), P27695; recombinant APE1, TAMRA/BHQ-2 abasic DNA cleavage fluorescence; Potency, µM (top dose mostly 65.8 µM), for inactives: top-dose activity change, negative = inhibition, actives largely listed as inhibitors; actives 0.35% (n = 350,000);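 note: potency is the fitted concentration of half-maximal effect; plate controls were vehicle for no effect and reference inhibitor for full effect; nearly all actives have a fitted effect of over 55% in size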
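Step 1: APE1 (0.75 nM) with compound, 15 min RT. Step 2: add 50 nM fluorophore/quencher THF duplex. Step 3: three fluorescence reads 60 s apart (525/598 nm); read 3 minus read 1 = reaction progress.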
ERG-DNA inh = qHTS for Small Molecule Inhibitors of the ERG Ets/DNA interaction; fluorescence polarization, His-ERG Ets domain / labelled DNA; Potency, µM (top dose mostly 76.9 µM), inactives show at the top dose FP activity, negative = inhibition, actives largely listed as inhibitors; actives 0.028% (n = 370,000); AID 624246, 2012; active = well fitted inhibition curve with a large enough effect in the polarisation, with a control signal flat; inconclusive = small, poorly fitted or top-dose-only effect, or effect the other way, or a change in a side signal; inactive = no such curve, though single readings can be large or run the other way; the % refers to the polarisation;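 note: polarization taken with two DNA probes labelled with fluorescein and Texas red; potency is the fitted concentration of half-maximal effect; % of control where 0% means no effect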
Target sequence (P11308 whole entry, looked up, the tested form may be a part): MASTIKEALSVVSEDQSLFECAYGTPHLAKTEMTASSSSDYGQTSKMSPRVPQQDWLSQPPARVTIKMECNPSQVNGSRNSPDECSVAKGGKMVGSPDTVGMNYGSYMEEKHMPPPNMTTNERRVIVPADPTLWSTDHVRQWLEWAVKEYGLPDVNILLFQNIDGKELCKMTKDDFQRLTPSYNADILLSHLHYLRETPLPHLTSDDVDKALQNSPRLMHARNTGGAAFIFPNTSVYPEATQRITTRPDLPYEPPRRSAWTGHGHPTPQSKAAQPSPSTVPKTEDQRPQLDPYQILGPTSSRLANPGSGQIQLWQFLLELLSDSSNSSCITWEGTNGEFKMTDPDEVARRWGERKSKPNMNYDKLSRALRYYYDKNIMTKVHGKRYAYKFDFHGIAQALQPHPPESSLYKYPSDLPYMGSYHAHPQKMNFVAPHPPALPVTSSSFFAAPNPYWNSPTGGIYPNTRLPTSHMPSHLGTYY
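His-tagged ERG Ets domain (1 uM in the protein solution; 300mM KCl, 50mM Tris-HCl, 1mM EDTA, 1mM DTT, pH 7.5) received compound, then a probe mix of 5 nM fluorescein-DNA and 100nM Texas-615-DNA. Fluorescence polarization was read for both dyes.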
The depositor's hits bear a star; u = inconclusive; x = no result given; & = joins results of further samples; [ ] = remark or other dose. Unless noted, calls come from the whole dose curve; as a rule, active = well fitted curve in the direction sought with a large enough effect; inconclusive = small, poorly fitted or top-dose-only effect, or another doubt; inactive = no such curve, though single readings can be large; an effect the other way counts as inactive or inconclusive.

SMILES	Apoferritin bind	Pol eta inh	POLB inh	RGS4 inhibitor	POLK inh	LDHA inh	12-LOX inh	APEX1 inh	ERG-DNA inh
Cc1cccc(-n2c3nc(=O)[nH]c(=O)c-3cc3c(C)nn(-c4ccccc4)c32)c1C	77%&66%[activator]	4%&-17%	17%&-22%	-1%&12%	5%&-8%	-2&-8	-4%&-8%	1%	-6%&11%
c1ccc(Nc2nc(-c3ccncc3)cs2)cc1	-6%	-8%	2%	36%	-6%	-10	15%	10%	-4%
Cc1ccc2[nH]cc(C(c3ccccc3)c3cccs3)c2c1 (centres undefined)	-6%	-7%	5%	-9%	-10%	2	-30%	x	-2%
CCCn1cnc2c(SCc3ccccc3)nc(N)nc21	x	-24%	x	-13%	-4%	-14	1%	x	6%
COc1cccc(/C=N/Nc2c(Cl)cncc2Cl)c1O	1%	u	-28%	-23%	-7%	12	u	23%	0%
CN(C)c1nc(SCc2ccc(Cl)cc2)nc2c1CCCC2	-4%	-5%	-17%	2%	-4%	-2	173%[activator]	-7%	9%
CC(=O)c1ccc(N2CCN(C(=O)c3ccc4ccccc4n3)CC2)cc1	-13%	1%	25%	18%	-14%	-16	4%	15%	6%
Cc1ccc(NC(=O)CCc2nc3ccccc3c(=O)[nH]2)cc1S(=O)(=O)N1CCOCC1	x	-17%	x	-27%	-2%	3	u	59%	18%
Fc1cccc(NC(=S)NCC(c2cccnc2)N2CCOCC2)c1 (centres undefined)	-1%	-18%	-10%[57.1 µM]	-34%	-4%	-3	-3%	-1%	6%
CCN1CC(CNCc2cn(-c3ccc(OC)cc3)nc2-c2ccccc2Cl)CC1=O (centres undefined)	-9%	-5%	u	6%	3%	-7	0%	-4%	7%
CC1=C(C(=O)OCc2ccccc2)C(c2ccc3c(c2)OCO3)NC(=O)N1CCCC(=O)O (centres undefined)	x	-1%	x	5%	7%	-14	-14%	x	0%
CCc1ccc(N(CC)c2ncnc3nc[nH]c23)cc1	-12%	-1%	8%	-9%	13%	-3	24%	15%	1%
COc1ccc(CCc2ccc3cc(OC)ccc3n2)cc1	x	-8%	x	9%	-9%	-3	-3%	x	0%
CCOc1ccc(NC(=O)c2cc3c(-c4ccccc4F)nn(C)c3s2)cc1	-6%	-11%	7%	-28%	-5%	-2	u	x	u
CN1/C(=C\C(=O)c2cccc(S(=O)(=O)N3CCCCC3)c2)C(C)(C)c2ccccc21	2%	-17%	29%	-9%	1%	-4	-2%	1%	2%
Cc1nc2ccccc2c(-c2ccccc2)c1C(=O)c1ccccc1	u	-9%	9%	2%	-22%	-8	-10%	-4%	-4%
COc1cc(Nc2nc(-c3ccc(OC)c(OC)c3)nc3ccccc23)cc(OC)c1	111%[activator]	3%	3%	8%	-11%	13	u	x	u
O=C(COc1ccc2c(-c3ccccc3)cc(=O)oc2c1)NCC(O)c1ccccc1 (centres undefined)	-4%	-12%	25%	14%	-1%	-6	4%	-5%	10%
CNS(=O)(=O)c1cccc(C(=O)OC2CCOC2=O)c1 (centres undefined)	-5%	-13%	0%	-39%	-5%	-10	-18%	16%	3%
CN(C)CCC(O)c1ccccc1 (centres undefined)	-3%	-16%	20%	-18%	2%	-9	-3%	-2%	-3%
O=C(NCc1cccs1)C1CC(=O)N(Cc2ccccc2)C1 (centres undefined)	x	-11%	x	12%	-2%	-5	0%	5%	-3%
COc1ccc(C2=NN(C(=O)COC(=O)c3ccc(S(C)(=O)=O)c([N+](=O)[O-])c3)C(c3ccco3)C2)cc1 (centres undefined)	x	u	x	-19%	-11%	-2	u	22%	6%
Cc1ccc(OCc2nnc(SCC(=O)Nc3sc(C)c(C)c3C#N)n2C)cc1	-11%	12%	-4%	29%	1%	-11	-6%	-5%	0%
N#Cc1ccc(C(=O)NC(=S)N2CCOCC2)cc1	x	5%	x	3%	-9%	-7	111%[activator]	23%	-1%
O=C(OCc1ccccc1)/C(=C/c1cccc(Br)c1)NC(=O)c1ccco1	-19%	-7%	1%	1%	-8%	-4	-25%	7%	-14%
CC1(C)Nc2cccc3cccc(c23)N1	x	-23%	x	-45%	0%	18	u	x	7%
CC(C)N(C(=O)CSc1nc2ccccc2c(=O)[nH]1)C(C)C	-17%	-15%	-10%	17%	-4%	-10	-2%	7%	1%
C=C(NC(=O)C(=C)NC(=O)c1csc(C2=NC3c4csc(n4)C4NC(=O)c5csc(n5)C(C(C)(O)C(C)O)NC(=O)C5CSC(=N5)/C(=C/C)NC(=O)C(C(C)O)NC(=O)c5csc(n5)C3(CC2)NC(=O)C(C)NC(=O)C(=C)NC(=O)C(=C)NC(=O)C(C(C)C)NC2C=Cc3c(C(C)O)cc(nc3C2O)C(=O)OC4C)n1)C(N)=O (centres undefined)	x	u	x	-26%	-19%	8	5%	x	3%
CC(C)(C)OC(=O)N1CCC(C(=O)N2CCC[C@H]2C(=O)O)CC1	-7%	-16%	25%	1%	0%	-1	0%	-6%	9%
O=C(Cn1cnc2scc(-c3ccc(Cl)cc3)c2c1=O)N1CCOCC1	-7%	-1%	-10%	8%[56.9 µM]	-13%	1	-86%	0%	-7%
COc1ccc(CCNC(=O)Nc2cccc([N+](=O)[O-])c2)cc1OC	-12%	-8%	-28%	8%	-6%	-8	-3%	9%	4%
O=C(NC(=S)NCCOCc1ccc(Cl)cc1)c1cccnc1	-11%	-6%	2%	-9%	-1%	-7	8%	1%	-2%
FC(F)(F)c1nnc(-c2ccccc2)nc1N1CCCC1	-10%	3%	2%	16%	-11%	2	5%	-4%	5%
CN(C)CCCOC(=O)COc1ccc(C(C)(C)C)cc1	-4%	u	1%	u	-11%	0	-13%	2%	14%
CN(C)CCN(Cc1cc2cc3c(cc2[nH]c1=O)OCO3)C(=S)NCc1ccco1	-4%	-22%	1%	-24%	-4%	-5	u	0%	14%
CC(C)C(NC(=O)c1ccc(C(C)(C)C)cc1)C(=O)Nc1cccc(S(N)(=O)=O)c1 (centres undefined)	u	u	3%	13%	-5%	-1	-14%	-2%	-2%
CC(O)/C=C/C1OC(=O)CC1Nc1ccc(C=O)cc1 (centres undefined)	0%	-12%	20%	-2%	14%	8	2%	-2%	-2%
O=C(Nc1ccc(Oc2nnc(-c3ccccc3)c3ccccc23)cc1)c1ccccc1	-13%	-29%	19%	3%	-7%	-4	12%	1%	7%
CCCn1c2ccccc2c2cnn(CC(=O)NCC3CCN(Cc4ccc(F)cc4)CC3)c(=O)c21	-23%	-9%	-1%	16%	-7%	-4	u	x	4%
O=C(NCc1ccccc1)c1ccc2c(c1)CCN2S(=O)(=O)c1ccc(Cl)cc1	5%	-18%	16%	1%	7%	-7	-14%	x	1%
O=C(Nc1ccc(N2CCOCC2)cc1)c1cc2c(s1)CCCCC2	-9%	-11%	-1%	-1%	-9%	-13	-12%	-9%	1%
COc1cc(C(=O)OCCCc2cc3ccccc3c(=O)o2)cc(OC)c1OC	x	-19%	x	10%	-19%	-3	-14%	35%	-6%
CC(NC(=O)/C(C#N)=C/c1cccs1)c1ccccc1 (centres undefined)	u	-14%	16%	-30%	-9%	-5	-6%	-6%	3%
C/C(=N\NC(=O)c1nnn(-c2nonc2N)c1-c1cccs1)c1cccc(O)c1	-4%	-13%	1%	4%	2%	-1	0%	15%	-6%
O=C(COC(=O)c1cc(S(=O)(=O)N2CCOCC2)c(Cl)cc1Cl)NC1CC1	x	-13%	x	-40%	-20%	7	-1%	34%	7%
O=C(N/N=C/C(Cl)=C/c1ccc([N+](=O)[O-])cc1)C(=O)Nc1ccc(C(=O)O)cc1	0%	u	u	-7%[11.4 µM]	-20%	-5	-11%	2%	7%
Cc1ccc(Cl)cc1NC(=O)CCn1cccc1	u	u	u	-15%	5%	-1	21%	-4%	-6%
O=[N+]([O-])/C(C(=C(Cl)Cl)N1CCN(Cc2ccccc2)CC1)=C1\NCCN1Cc1ccc(Cl)nc1	-18%	-9%	-1%	11%	-3%	-6	-4%	-8%	-6%

Part of the list above with just Pol eta inh and LDHA inh:
Structure,Pol eta inh,LDHA inh
COc1cc(C(=O)OCCCc2cc3ccccc3c(=O)o2)cc(OC)c1OC,-19%,-3
CC(NC(=O)/C(C#N)=C/c1cccs1)c1ccccc1 (centres undefined),-14%,-5
C/C(=N\NC(=O)c1nnn(-c2nonc2N)c1-c1cccs1)c1cccc(O)c1,-13%,-1

Not all compounds are listed (hit frequency here may not be typical).
